High-throughput results (PubChem)
XBP1 UPR activ: adaptive UPR (XBP1) activation | hit rate 0.33% among 330,000 | activation, % at 20 µM | CHO-XBP1 luciferase reporter, IRE1-XBP1 UPR activation, luminescence; percent of tunicamycin response, DMSO as zero;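 active = versus positive control, 20 µM dose yields 30% or more activation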;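 note: 100% = tunicamycin at 10 µg/mL and 0% = DMSO only wells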
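Test system: CHO-XBP1 luciferase reporter cells | Buffer or medium: Serum-containing F12 medium, 10% FBS | Schedule: 6 h compound exposure at 37 °C, 5% CO2 | Detection: Steady-Glo luciferase glow luminescence, 10 min after reagent addition | Read-out basis: Activation, % of tunicamycin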
Jurkat NFkB inh: inhibitors of the PMA/ionomycin-induced NF-kB reporter in Jurkat cells; inhibition, % at 4 µM; hit rate 0.53% among 330,000; PMA/ionomycin-induced NF-kB luciferase reporter, luminescence; AID 435003; in the data active = inhibition above about 50%
697 NFkB inh: lowers PMA/ionomycin-induced NF-kB signal in 697 B cells; 697 B-cell NF-kB luciferase reporter, 16 h; inhibition, % at 4 µM; hit rate 0.33% among 330,000; in the data active = inhibition above about 35%
APJ antagonist: antagonists of human APJ apelin receptor. P35414. CHO-K1 APJ beta-arrestin complementation, luminescence. inhibition, % at 20 µM. hit rate 0.32% among 330,000. AID 2521;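 active = inhibition above about 40% at 20 µM, limit read from the data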;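 note: cells challenged with 10 nM apelin-13 agonist together with compound; plate controls were apelin-13 plus DMSO wells for no effect and DMSO wells lacking apelin-13 for full effect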
CHOP UPR activ: apoptotic UPR (CHOP) activation. activation, % at 10 µM. CHO-CHOP luciferase reporter, luminescence; percent of tunicamycin response over DMSO baseline. AID 449763. hit rate 0.34% among 330,000;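 active = at 10 µM dose, activation of 40% or more, normalized to positive control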;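 note: 100% = tunicamycin at 10 µg/mL and 0% = DMSO alone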
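Material: CHO-CHOP cells, stable luciferase reporter of PERK-eIF2a-CHOP signalling; quantity: 500 reporter cells seeded per well; buffer or medium: F12 medium containing 10% fetal bovine serum; compound: one dose, 10 µM in 0.5% DMSO; incubation: 6 h compound treatment, 37 °C; measured by: Steady-Glo luciferase luminescence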
Mdm2-MdmX inh: disrupts the human Mdm2-MdmX interaction | O15151+Q00987 | SaOS-2 split-luciferase Mdm2/MdmX complementation, luminescence | inhibition, % at 8 µM | hit rate 3% among 330,000;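 active = inhibition of at least 50% at 8 µM in the primary screen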
Target sequence (O15151 whole entry, looked up): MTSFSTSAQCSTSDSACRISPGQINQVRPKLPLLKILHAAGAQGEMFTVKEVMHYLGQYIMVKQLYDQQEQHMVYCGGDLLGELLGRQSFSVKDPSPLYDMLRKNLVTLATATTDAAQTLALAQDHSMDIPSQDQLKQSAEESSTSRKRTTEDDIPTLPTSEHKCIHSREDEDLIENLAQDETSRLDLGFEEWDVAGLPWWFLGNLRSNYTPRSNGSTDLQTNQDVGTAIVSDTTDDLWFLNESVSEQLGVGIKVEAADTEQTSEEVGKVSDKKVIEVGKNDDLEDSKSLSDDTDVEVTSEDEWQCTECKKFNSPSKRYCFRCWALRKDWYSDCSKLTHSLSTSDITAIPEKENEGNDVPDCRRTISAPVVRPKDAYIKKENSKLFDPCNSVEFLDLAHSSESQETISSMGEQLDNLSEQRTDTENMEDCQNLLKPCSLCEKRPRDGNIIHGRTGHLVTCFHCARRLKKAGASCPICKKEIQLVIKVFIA
Target sequence (Q00987 whole entry, looked up): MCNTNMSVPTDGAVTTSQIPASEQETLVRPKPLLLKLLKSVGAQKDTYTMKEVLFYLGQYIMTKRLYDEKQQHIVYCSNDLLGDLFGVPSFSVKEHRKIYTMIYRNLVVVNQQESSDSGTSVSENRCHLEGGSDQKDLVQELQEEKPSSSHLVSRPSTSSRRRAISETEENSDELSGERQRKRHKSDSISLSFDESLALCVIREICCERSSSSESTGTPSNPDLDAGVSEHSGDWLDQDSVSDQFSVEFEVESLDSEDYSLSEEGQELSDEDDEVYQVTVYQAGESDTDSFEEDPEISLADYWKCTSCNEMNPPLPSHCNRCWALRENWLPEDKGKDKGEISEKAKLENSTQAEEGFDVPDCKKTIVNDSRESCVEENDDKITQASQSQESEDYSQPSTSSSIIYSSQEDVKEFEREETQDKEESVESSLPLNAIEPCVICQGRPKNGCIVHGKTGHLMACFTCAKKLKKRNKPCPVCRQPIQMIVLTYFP
APJ agonist: agonists of human APJ apelin receptor; P35414; CHO-K1 APJ PathHunter beta-arrestin, luminescence; 0% DMSO wells, 100% apelin; activation, % at 20 µM; hit rate 0.11% among 330,000; AID 2520;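 active = activation more than six SD over the plate average, tested at 20 µM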;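 note: 0% = DMSO alone and 100% = apelin-13 at 10 nM; some results filed as inactive read as strong as hits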
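Test system: CHO-K1 APJ beta-arrestin complementation cell line | Compound: Single test compound dose, 20 µM final, 1% DMSO | Incubation: Compound 90 min 25 °C, reagent 1 h | Measured by: beta-gal luminescence | Read-out basis: APJ–arrestin association signal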
tim23-1 inh: tim23-1 yeast growth inhibition | S. cerevisiae tim23-1 growth, BacTiter-Glo luminescence, 24 h | inhibition, % at 20 µM | hit rate 1.3% among 330,000 | AID 463212;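 active = growth inhibition of the mutant yeast at or above 50%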;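 note: temperature-sensitive mutant grown at 25 °C; plate controls were DMSO-treated mutant yeast for no effect and medium wells lacking yeast for full effect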
* hit, by the source's call; · = no result given.

SMILES | XBP1 UPR activ | Jurkat NFkB inh | 697 NFkB inh | APJ antagonist | CHOP UPR activ | Mdm2-MdmX inh | APJ agonist | tim23-1 inh
Cc1ccc(N2CCN(C(=O)N3CCOCC3)CC2)c(C)c1 | 2 | 17 | 18 | -3 | 0.6 | 9 | -3 | 5
COc1cccc(/C=N/NC(=O)CSc2ccccc2C)c1O | -1 | -3 | -7 | -27 | 0.0 | 49 | 0 | 39
CN1CCN(C(=O)CCN2C(=O)/C(=C\c3ccc(F)cc3)SC2=S)CC1 | -4 | 12 | -20 | -1 | 5.0 | 25 | 8 | 30
CCN(CC)C(CNC(=O)CSc1nnnn1-c1cccc(F)c1)c1ccco1 (stereo not drawn) | -2 | 7 | 0 | 19 | 1.9 | -5 | -6 | 4
NC(=O)C1CCN(c2nc3ccccc3nc2NS(=O)(=O)c2ccc(Br)cc2)CC1 | -1 | -7 | 18 | 2 | 0.6 | 2 | -1 | 2
CCCN(C(=O)c1ccc([N+](=O)[O-])c(C)c1)c1c(N)n(Cc2ccccc2)c(=O)[nH]c1=O | -2 | 1 | 1 | 4 | -1.0 | 26 | -1 | 53*
CCOC(=O)N1CCC(c2nc3ccccc3[nH]2)CC1 | -3 | 9 | 18 | 18 | 0.2 | -6 | 1 | 8
NNc1nc2c(Cl)cccc2s1 | 0 | -19 | -29 | 8 | 3.4 | 3 | -5 | 31
Cc1cc(S(=O)(=O)Nc2noc3ccccc23)ccc1F | 3 | -14 | -13 | 1 | 3.6 | -20 | 1 | 12
CC(C)=CC[N+]1(C)CCCCC1 | 0 | -10 | -1 | 7 | -3.1 | 5 | -2 | 0
Cc1nnc(SCC(=O)N2CCN(c3cccc(Cl)c3)CC2)n1C1CC1 | -2 | 1 | 2 | 5 | 0.7 | 1 | -2 | -4
O=C1OC(COc2ccc(Br)cc2)CN1c1ccccc1 (stereo not drawn) | 2 | 8 | -2 | 7 | -0.7 | 39 | -2 | 10
Cc1csc(SCC(=O)NC(=O)NC(C)(C)C)n1 | -3 | -7 | -2 | 3 | 2.1 | 5 | 3 | 7
Nn1c(Cc2cccc3ccccc23)nnc1SCc1ccccc1 | -1 | -21 | -18 | -10 | 6.5 | -5 | 1 | 9
CCCS(=O)(=O)c1nc(S(=O)(=O)c2ccc(C)cc2)c(N2CCN(C)CC2)s1 | -1 | 24 | 5 | 5 | -0.5 | 18 | 3 | 12
CCN(CCCNS(=O)(=O)c1cc(-c2cc(C)no2)ccc1C)Cc1ccccc1 | -1 | 13 | -4 | 4 | 0.4 | 33 | -6 | -1
Cc1c(C)n(CC(O)CN2CCOCC2)c2ccccc12 (stereo not drawn) | 3 | 4 | 5 | 1 | 0.7 | -4 | 0 | -13
CCc1ccc(NC(=O)C(C)OC(=O)/C=C/c2ccc(O)c(OC)c2)cc1 (stereo not drawn) | 3 | 3 | -11 | 33 | 2.9 | 23 | 0 | 8
O=c1nc(N2CCOCC2)nc2n1CCO2 | -1 | 2 | 10 | 16 | 0.4 | -5 | 0 | -12
O=S(=O)(Nc1cccc(-c2nnco2)c1)c1ccc(F)cc1F | -3 | -13 | 14 | 7 | -0.2 | 14 | -1 | -1
O=C1CC(Nc2ccc(N3CCOCC3)cc2)C(=O)N1Cc1ccccc1 (stereo not drawn) | 1 | -8 | -29 | 5 | 0.5 | 12 | -2 | -1
O=C(Nc1c2c(nc3ccccc13)CCCC2)c1cccc([N+](=O)[O-])c1 | -1 | 9 | -3 | 22 | 2.8 | 19 | 2 | 7
CCCOC(=O)c1ccc(NC(=O)CCOc2ccccc2)cc1 | 4 | 5 | 7 | 2 | 0.9 | 22 | -2 | 37
O=C(Nc1cccc(-c2cn3c(n2)SCC3)c1)c1ccc2c(c1)OCO2 | 2 | 16 | 14 | 6 | 0.3 | 17 | 2 | -8
Cc1nnsc1S(=O)c1ccc(F)cc1 (stereo not drawn) | -9 | -18 | -4 | 0 | -1.3 | -2 | 3 | 12
Continuation.
SMILES | XBP1 UPR activ | Jurkat NFkB inh | 697 NFkB inh | APJ antagonist | CHOP UPR activ | Mdm2-MdmX inh | APJ agonist | tim23-1 inh
COc1ccccc1OCC(=O)OCC(=O)NCCN1C(=O)CSC1=O | -2 | 15 | 11 | 13 | -2.4 | 11 | 1 | -2
CCN(CC)CC(=O)c1c[nH]c2ccc(OC)cc12 | -2 | 0 | 14 | 3 | -1.0 | -35 | -1 | 3
Cc1ccc(C2=N/C(=C/c3cccs3)C(=O)N2Nc2ccccc2)cc1 | -3 | -26 | -26 | 5 | 0.2 | 43 | -4 | 28
C=CC[C@H](CC(=O)N(CCO)Cc1ccccc1)C(=O)N[C@@H](C)COC(=O)[C@@H](CC=C)Cc1ccc(F)cc1 | -4 | 17 | 0 | 5 | 1.5 | -7 | -2 | 18
CCN(CC)CCOC(=O)c1cccc(OC)c1 | -6 | -27 | 11 | -10 | 0.0 | -2 | -2 | 12
O=C(CN1C(=O)c2ccccc2C1=O)Nc1cccc([N+](=O)[O-])c1 | 3 | -9 | 0 | 2 | -1.8 | -15 | -1 | 3
Cc1ccc(S(=O)(=O)N(C)CCCC(=O)Nc2ccncc2)cc1 | -2 | 23 | 8 | -12 | 0.2 | 21 | -2 | 9
O=C(Nc1ccncc1)c1ccc2c(c1)C(=O)N(CC1CCCO1)C2=O (stereo not drawn) | -1 | 12 | 4 | -7 | 2.1 | 16 | 1 | 3
C=CCSc1nnc2c(n1)OC(C)=Nc1ccc(Br)cc1-2 | 7 | 1 | 3 | -15 | 0.1 | -6 | -2 | 2
COc1cc2oc(=O)cc(-c3ccc(-c4ccc(C)cc4)cc3)c2c(OC)c1OC | -1 | · | -1 | · | 0.7 | 34 | · | 23
O=C(CSc1n[nH]c(-c2ccco2)n1)Nc1ccc(F)cc1 | -1 | 15 | 7 | 7 | 2.2 | 17 | -1 | 6
Cc1ccc2nc(Cl)c(CN(Cc3cccs3)C(=O)C3CC3)cc2c1 | -3 | -1 | -7 | 19 | -0.9 | -18 | -4 | 16
CCC1(c2ccccc2)NC(=S)N(c2ccc(C)c(C)c2)N1 (stereo not drawn) | 2 | -20 | -40 | -3 | 1.7 | -26 | 0 | 3
O=C(O)CCc1ccc(-c2ccccc2)n1CC1CCCO1 (stereo not drawn) | -3 | -3 | -3 | 14 | 0.3 | -4 | -1 | 0
Cc1nc(Nc2nc3ccccc3o2)nc(C)c1C | -8 | -104 | -117 | -8 | -1.2 | -52 | -2 | 2
O=C(CSc1ncnc2ccccc12)NCc1ccco1 | -2 | -11 | -7 | 15 | -1.3 | -5 | -5 | 11
Cc1cc(C(=O)COc2ccccc2C#N)c(C)n1C1CC1 | 4 | 18 | -2 | 9 | 2.3 | 20 | -8 | 31
CCC(=O)Nc1c2c(nn1-c1ccc(OC)cc1)CSC2 | 2 | 2 | -1 | -40 | 0.7 | 16 | 2 | 0
Cc1cccc(C(=O)NCCC(=O)Nc2nc(C)c(Cc3ccc4c(c3)OCO4)s2)c1 | 1 | -34 | -30 | -5 | -1.3 | -2 | -4 | -27
CCN(CCC(=O)Nc1ccc(Br)c(C)c1)Cc1ccccc1 | -3 | -6 | -9 | 1 | 0.8 | -10 | -2 | 11
CCOC(=O)c1cc(-c2ccccc2)n(CCC(=O)NC(C)CC)c1C (stereo not drawn) | -1 | 11 | -2 | -9 | 1.0 | -1 | -3 | 23
CN(C)S(=O)(=O)c1cccc(NC(=O)c2cccc(S(=O)(=O)N3CCCCCC3)c2)c1 | 1 | 8 | -34 | -27 | -0.9 | 22 | 7 | 12
CCCC(NS(=O)(=O)c1ccc(OC)cc1)C(=O)O (stereo not drawn) | -1 | -1 | 20 | 14 | 0.7 | 16 | -2 | 1
O=C(NC1CCCC1)C(c1cccs1)N(C(=O)c1ccco1)c1ccc2c(c1)OCCO2 (stereo not drawn) | -7 | -14 | -8 | 19 | -3.7 | 1 | 4 | 19
Cc1ccc(/C=C(\C#N)C(=O)N2CCCC2)c(C)c1 | 1 | 0 | 13 | 18 | 2.3 | 15 | -3 | 52*

Shown with values under each structure: five of the compounds above.
Below each SMILES: XBP1 UPR activ, Jurkat NFkB inh, 697 NFkB inh, APJ antagonist, CHOP UPR activ, Mdm2-MdmX inh, APJ agonist, tim23-1 inh
Cc1ccc2nc(Cl)c(CN(Cc3cccs3)C(=O)C3CC3)cc2c1
  -3, -1, -7, 19, -0.9, -18, -4, 16
C=CC[C@H](CC(=O)N(CCO)Cc1ccccc1)C(=O)N[C@@H](C)COC(=O)[C@@H](CC=C)Cc1ccc(F)cc1
  -4, 17, 0, 5, 1.5, -7, -2, 18
C=CCSc1nnc2c(n1)OC(C)=Nc1ccc(Br)cc1-2
  7, 1, 3, -15, 0.1, -6, -2, 2
CCN(CC)CC(=O)c1c[nH]c2ccc(OC)cc12
  -2, 0, 14, 3, -1.0, -35, -1, 3
O=C(CSc1ncnc2ccccc12)NCc1ccco1
  -2, -11, -7, 15, -1.3, -5, -5, 11

Compound profiles, as listed above:
`CCC(=O)Nc1c2c(nn1-c1ccc(OC)cc1)CSC2` is listed as XBP1 UPR activ = 2; Jurkat NFkB inh = 2; 697 NFkB inh = -1; APJ antagonist = -40; CHOP UPR activ = 0.7; Mdm2-MdmX inh = 16; APJ agonist = 2; tim23-1 inh = 0
`CCC1(c2ccccc2)NC(=S)N(c2ccc(C)c(C)c2)N1` (stereo not drawn) is listed as XBP1 UPR activ = 2; Jurkat NFkB inh = -20; 697 NFkB inh = -40; APJ antagonist = -3; CHOP UPR activ = 1.7; Mdm2-MdmX inh = -26; APJ agonist = 0; tim23-1 inh = 3

Next section.
SMILES | XBP1 UPR activ | Jurkat NFkB inh | 697 NFkB inh | APJ antagonist | CHOP UPR activ | Mdm2-MdmX inh | APJ agonist | tim23-1 inh
N#C/C(=C\Nc1ccc(Cl)cc1)S(=O)(=O)c1ccccn1 | -2 | 2 | 5 | 9 | 0.7 | -10 | 0 | 1
CC1CCCN(C(=S)SCC(=O)c2cc(Br)cc(Br)c2O)C1 (stereo not drawn) | 3 | 1 | 8 | -15 | 0.4 | -13 | -4 | 42
O=C(NCc1ccc2c(c1)OCO2)c1ccc2c(c1)C(=O)N(CC1CCCO1)C2=O (stereo not drawn) | -4 | 15 | 14 | 7 | 1.3 | 10 | -2 | 17
Cc1ccc(S(=O)(=O)Nc2cc(C(C)C)c(O)cc2C)cc1 | -1 | -6 | 19 | -4 | 0.3 | 6 | -3 | 20
CCc1[nH]nc2c1C(c1ccc(Br)s1)C(C#N)=C(N)O2 (stereo not drawn) | 5 | 9 | 43* | 4 | 1.2 | 40 | -5 | 82*
CCOc1ccccc1C(=O)NC1CC2CCCC(C1)N2C1CC1 (stereo not drawn) | 2 | 2 | 2 | 6 | -0.6 | -12 | -3 | 2
COc1ccc(N=c2ssnc2Cl)cc1 | -3 | -1 | -16 | -1 | 4.6 | 20 | 2 | 61*

Pulled by structure from the list above:
SMILES | XBP1 UPR activ | Jurkat NFkB inh | 697 NFkB inh | APJ antagonist | CHOP UPR activ | Mdm2-MdmX inh | APJ agonist | tim23-1 inh
O=C1OC(COc2ccc(Br)cc2)CN1c1ccccc1 (stereo not drawn) | 2 | 8 | -2 | 7 | -0.7 | 39 | -2 | 10
CCN(CC)C(CNC(=O)CSc1nnnn1-c1cccc(F)c1)c1ccco1 (stereo not drawn) | -2 | 7 | 0 | 19 | 1.9 | -5 | -6 | 4
